# HT1080NT lethal – kills 2HG-producing HT-1080-NT fibrosarcoma cells | AID 686970 | Potency, µM (highest dose often 46.1 µM), without a hit: top-dose activity, negative = less viability, actives largely listed as cytotoxic | 360,000 compounds, 1.6% hits | HT-1080-NT fibrosarcoma viability, CellTiter-Glo ATP luminescence, 48 h;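 also: NT is the 2HG producing partner of a matched IDH1 knockdown line; potency is read from the fitted curve at half-maximal effect; 0% = DMSO-treated cells and -100% = media-only wells without cells; nearly all actives have a fitted effect of over 55% in size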
#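 Read-out is CellTiter-Glo luminescence after 10 minutes at room temperature, following 48 hours' compound treatment of HT-1080-NT cells (750 cells/well, RPMI, 5% FBS, 37 degrees C).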
# IL-1B inflam inh – blocks inflammasome-driven IL-1 beta release. THP-1 LPS/ATP IL-1B secretion, AlphaLISA, 16 h; hits give low values. 360,000 compounds, 4.7% hits. activity change, % at 57.5 µM; in the data active = activity change below about -50%; inconclusive = mostly about -30% to -49%; also: % is scaled to controls: 0 for no effect and ±100 for the full control effect
#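 Secreted IL-1B measured by AlphaLISA bead assay after 16 h compound exposure of THP-1 cells; compounds (final up to 57.5 uM) added 1 h before LPS (250 ng/mL) and ATP (1.25 mM) stimulation; lower signal means less secretion.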
# ATXN2 expr inh – inhibitors of ATXN2 expression | HEK-293 ATXN2-luciferase reporter, luminescence, 24 h | Potency, µM (titrated, usually from 57 µM), for inactives: at the highest dose activity change, negative = inhibition, actives largely listed as inhibitors | 360,000 compounds, 0.72% hits; also: potency is read from the fitted curve at half-maximal effect; % is scaled to controls: 0 for no effect and ±100 for the full control effect; nearly all actives have a fitted effect of over 55% in size
#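 qHTS (up to 57 uM final) was run with 24 h compound exposure of reporter cells at 37 °C. Each well was multiplexed: SteadyGlo luminescence measured ATXN2-luciferase expression after a fluorogenic Gly-Phe-AFC viability readout (25 uM final).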
# WRN inhibitor – blocks human WRN helicase | Q14191 | WRN helicase unwinding, fluorescent forked duplex, kinetic | Potency, µM (titrated, usually from 114 µM), for inactives: at the top dose activity change, negative = inhibition, hits mostly inhibitors | 360,000 compounds, 0.46% hits | AID 651768; also: potency is read from the fitted curve at half-maximal effect; % is scaled to controls: 0 for no effect and ±100 for the full control effect; nearly all actives have a fitted effect of over 55% in size
# Target sequence (Q14191 whole entry, looked up): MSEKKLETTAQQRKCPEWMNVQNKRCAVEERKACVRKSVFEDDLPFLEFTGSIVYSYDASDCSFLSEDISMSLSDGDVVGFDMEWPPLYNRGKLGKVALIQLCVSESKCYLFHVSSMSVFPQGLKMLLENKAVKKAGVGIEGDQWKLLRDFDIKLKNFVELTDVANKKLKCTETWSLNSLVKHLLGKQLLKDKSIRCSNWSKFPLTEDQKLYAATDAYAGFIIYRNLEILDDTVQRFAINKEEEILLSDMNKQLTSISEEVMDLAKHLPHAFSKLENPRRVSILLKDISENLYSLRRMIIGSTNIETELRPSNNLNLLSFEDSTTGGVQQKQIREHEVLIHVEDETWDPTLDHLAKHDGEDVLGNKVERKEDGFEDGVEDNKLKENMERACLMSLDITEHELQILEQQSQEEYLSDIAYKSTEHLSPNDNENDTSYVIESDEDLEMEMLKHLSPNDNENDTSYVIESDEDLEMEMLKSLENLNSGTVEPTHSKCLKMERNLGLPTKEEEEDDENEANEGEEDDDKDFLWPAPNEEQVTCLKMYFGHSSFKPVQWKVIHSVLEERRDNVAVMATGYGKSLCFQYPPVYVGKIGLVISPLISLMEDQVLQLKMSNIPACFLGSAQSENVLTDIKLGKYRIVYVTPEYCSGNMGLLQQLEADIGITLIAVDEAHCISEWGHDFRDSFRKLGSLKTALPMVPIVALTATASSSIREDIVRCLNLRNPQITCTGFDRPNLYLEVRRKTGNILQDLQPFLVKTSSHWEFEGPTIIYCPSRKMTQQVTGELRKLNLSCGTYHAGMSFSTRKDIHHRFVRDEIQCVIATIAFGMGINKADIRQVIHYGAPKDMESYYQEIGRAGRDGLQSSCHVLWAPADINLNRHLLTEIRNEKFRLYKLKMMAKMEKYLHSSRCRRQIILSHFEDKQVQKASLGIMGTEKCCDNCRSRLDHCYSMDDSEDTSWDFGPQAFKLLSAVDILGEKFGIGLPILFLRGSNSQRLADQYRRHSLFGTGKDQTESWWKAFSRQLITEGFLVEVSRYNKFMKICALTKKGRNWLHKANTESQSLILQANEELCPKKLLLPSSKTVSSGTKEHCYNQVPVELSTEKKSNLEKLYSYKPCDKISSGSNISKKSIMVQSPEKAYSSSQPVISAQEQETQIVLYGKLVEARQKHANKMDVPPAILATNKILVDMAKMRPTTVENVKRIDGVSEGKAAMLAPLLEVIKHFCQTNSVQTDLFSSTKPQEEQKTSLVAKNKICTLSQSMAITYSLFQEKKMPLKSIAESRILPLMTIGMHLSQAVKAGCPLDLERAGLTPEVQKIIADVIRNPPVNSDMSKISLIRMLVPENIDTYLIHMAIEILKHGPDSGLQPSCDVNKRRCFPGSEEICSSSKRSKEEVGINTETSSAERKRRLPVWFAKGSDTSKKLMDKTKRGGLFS
#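 Primary qHTS, 1536-well format. 20 nM WRN + compound, 15 min RT; start with 100 nM forked fluorophore/quencher duplex, 2 mM ATP (final); kinetic read ex 525/em 598 nm.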
# MCF10A rerep – induces DNA re-replication in MCF 10a normal breast cells; MCF 10A DNA re-replication, Hoechst nuclear intensity, 48 h; Potency, µM (titrated, usually from 46.1 µM), for inactives: at the highest dose activity, positive = re-replication, actives largely listed as activators; 350,000 compounds, 2.9% hits; AID 624296; also: potency is read from the fitted curve at half-maximal effect; % of control where 0% means no effect; nearly all actives have a fitted effect of over 50% in size
# KB-V1 MDR tox – kills drug-selected multidrug resistant KB-V1 cells; KB-V1 MDR cells viability, CellTiter-Glo, 72 h; Potency, µM (highest dose often 46.1 µM), inactives show at the top dose activity change, negative = cytotoxicity, hits mostly cytotoxic; 400,000 compounds, 3.4% hits; AID 1347076; also: potency is read from the fitted curve at half-maximal effect; % is scaled to controls: 0 for no effect and ±100 for the full control effect; nearly all actives have a fitted effect of over 60% in size
#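 qHTS viability screen in drug-selected KB-V1 MDR cells: 72 h compound treatment at 37 degrees C, ATP luminescence end point.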
# KB-3-1 cytotox – kills parental KB-3-1 adenocarcinoma cells. KB-3-1 viability, CellTiter-Glo ATP luminescence, 72 h. Potency, µM (doses to about 46.1 µM), for inactives: at the top dose activity change, negative = cytotoxic, usual class: cytotoxic. 400,000 compounds, 1.4% hits. AID 1347075; also: potency is read from the fitted curve at half-maximal effect; % is scaled to controls: 0 for no effect and ±100 for the full control effect; nearly all actives have a fitted effect of over 60% in size
#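 Luminescent ATP read-out (CellTiter-Glo) measures survival of drug-naive KB-3-1 cells after 72 h compound exposure at 37 °C. Titration series was screened from lowest to highest concentration, with DMSO vehicle plates as background controls.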
# SW480 rereplic – inducers of DNA re-replication in SW480 colon cancer cells; SW480 DNA re-replication, Hoechst DNA content imaging, 48 h; Potency, µM (doses to about 46.1 µM), inactives show at the top dose re-replication activation, actives largely listed as activators; 340,000 compounds, 1.8% hits; also: potency is read from the fitted curve at half-maximal effect; % of control where 0% means no effect; nearly all actives have a fitted effect of over 55% in size
#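 Image-based DNA-content assay: after two days of treatment, nuclei were labelled with the DNA dye Hoechst and imaged, and hits were compounds raising the count of nuclei showing high fluorescence intensity.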
# HT1080 IDH1KD tx – HT-1080 IDH1 knockdown cell toxicity (counter line). HT-1080 IDH1 knockdown viability, ATP luminescence, 48 h. Potency, µM (titrated, usually from 46.1 µM), for the others: top-dose activity, negative = toxicity, hits mostly cytotoxic. 360,000 compounds, 2% hits;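 also: potency is read from the fitted curve at half-maximal effect; 0% = DMSO wells and -100% = cell-free medium wells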
#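 IDH1KD HT-1080 cells, 750/well, RPMI + 5% FBS; compound pinned after 2 h settling; 48 h, 37 °C; CellTiter-Glo luminescence; % activity normalised to DMSO and no-cell wells; curves fitted, classed by r2 and efficacy.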
# Active calls of the source: *; i = inactive; ? = inconclusive; . = not tested or not shown; & = joins results of further samples; [ ] = another dose, or the depositor's remark. Unless noted, calls follow the shape of the dose curve; as a rule, active = well fitted curve in the direction sought with a large enough effect; inconclusive = small, poorly fitted or top-dose-only effect, or another doubt; inactive = no such curve, though single readings can be large; an effect the other way counts as inactive or inconclusive.
SMILES,HT1080NT lethal,IL-1B inflam inh,ATXN2 expr inh,WRN inhibitor,MCF10A rerep,KB-V1 MDR tox,KB-3-1 cytotox,SW480 rereplic,HT1080 IDH1KD tx
CCCCCn1c(CN2CCN(Cc3ccccc3)CC2)nc2c1c(=O)n(C)c(=O)n2C,4%,0,-4%,2%,0%,?,-12%,1%,2%
COc1cccc(/C=C2\SC(N3CCC(C)CC3)=NC2=O)c1OC,-9%,-19,9%,0%,-2%,5%,9%,-1%,1%
COc1ccc(C(=O)OCC(=O)NC23CC4CC(CC(C4)C2)C3)c(O)c1,0%,13,.,5%,.,3%,6%,.,-14%
O=C(N/N=C/c1c[nH]c2ccccc12)c1cccs1,-1%,-4,132%[activator],-10%,-4%,0%,-2%,-3%,-2%
COc1cc(OC)cc(C(=O)Nc2ccc(C(=O)NCC3CCCO3)cc2)c1 (stereo not given),2%,-19,-17%,-1%,?,-21%,5%,2%,-9%
Cc1ccc([C@H]2C[C@@H](n3cc(-c4ccc(F)cc4)nn3)[C@H](O)CN2Cc2cccs2)cc1,-2%,-8,0%,-2%,.,-26%,?,.,-11%
O=C(Nc1ccccn1)C1CCN(S(=O)(=O)c2ccc3c(c2)OCCCO3)CC1,-7%,4,3%,-29%,3%,-11%,-21%,1%,-4%
COc1ccc(S(=O)(=O)NCc2ccc(C(=O)N(C)Cc3ccco3)cc2)cc1,2%,-10,-1%,-8%,-3%,-2%,6%,-2%,3%
COc1ccc(C(=O)c2ccc(C)cc2)c(OC)c1OC,?,18,-15%,-22%,16µM*,?,?,?,18µM*
Oc1ccc(Nc2nc(-c3ccccc3)nc3ccccc23)cc1,?,-94*,1%,-24%,2%,-8%,-11%,-3%,?
O=C(Nc1ncc(S(=O)(=O)c2ccc([N+](=O)[O-])cc2)s1)c1cccnc1,?,?,-16%,-10%,?,27%,0%,?,23µM*
COc1ccc(-c2csc(CCn3nc(C)cc3C)n2)cc1,-6%,?,2%,0%[57.1 µM],-1%,?,-2%,-1%,-23%
c1cncc(-c2nn[nH]n2)c1,21%,0,-19%,-5%,6%,13%,11%,-4%,17%
O=C(O)CP(=O)(O)O,11%,-9,-5%&1%,0%,-2%&0%,?,?,-2%&-63%,-1%
CCN(CC)c1nc(C(N)=O)cc(-c2ccccc2)n1,-24%,-73*,6%,-6%,?,-9%,-2%,?,?
Cc1cc(C(=O)N(C)CC(=O)Nc2cccc(F)c2)no1,-10%,-6,-3%,-6%,4%,5%,-3%,1%,-1%
COc1ccc(NC2=CC(=O)CC(c3ccc(C)cc3)C2)c(OC)c1 (stereo not given),2%,13,-1%,2%,?,-11%,13%,15%,-1%
COc1ccc(-n2c(Cc3cccn3C)nnc2SCC(=O)N2CCOCC2)cc1,10%,8,8%,-6%,-1%,1%,?,-5%,8%
O=C(NCC1(N2CCCCC2)CCCCC1)c1ccc(S(=O)(=O)N2CCCC2)cc1,10%,-12,-3%,-2%,-9%,2%,-5%,-44%[inhibitor],1%
CCCCOC(=O)Nc1ccc(N2CCCCC2)cc1,-2%,-57*,89%[activator],-6%,12%,?,5%,-4%,1%
COCCNc1nc(-c2ccc(Cl)cc2C)c2sccc2n1,?,-14,-9%,-11%,.,3%,-1%,.,-4%
Cc1cc(C(=O)Nc2ccccc2C(=O)O)ccc1NC(=O)COc1cccc([N+](=O)[O-])c1,-14%,23,5%,-9%,-2%,12%,10%,-7%,6%
O=C(NCc1cccs1)NC1CCCCC1,10%,6,20%,-4%,3%,9%,-1%,-5%,5%
O=[N+]([O-])c1ccc(-c2cccnc2)cc1,3%,-1,9%,-8%,-18%,10%,1%,-19%,12%
C=CCN(CC=C)C(=S)Nc1cc(Cl)ccc1OC,-1%,6,1%[11.3 µM],-2%,6%,10%,14%,-10%,8%
CCOc1ccc2nc(Cl)sc2c1,10%,-13,-12%,8%,0%,7%,-2%,-10%,12%
O=C(CN1C(=O)C2C3CCC(C3)C2C1=O)Oc1ccc2ccccc2c1 (stereo not given),1%,-29,5%,-7%[57.1 µM],-7%,-7%,-6%,-7%,14%
CC(C)n1c(SCC(=O)NCc2ccco2)nc2c1c(=O)n(C)c(=O)n2C,-9%,42,-15%,-19%,16µM*,-21%,11%,-2%,0%
OC(COc1ccc2ccccc2c1Br)Cn1ccnc1 (stereo not given),-20%,-25,-6%,-7%,3%,-20%,?,-3%,-23%
COc1ccc(C(NC(=O)N2CC(C)OC(C)C2)C(Cl)(Cl)Cl)cc1F (stereo not given),11%,15,-4%,4%,-11%,22%,25%,-5%,10%
O=C1NC[C@@H](Cc2ccc(O)cc2)N(CCc2cccc(F)c2)C1=O,3%,-9,-3%,-2%,-8%,-6%,4%,-1%,8%
O=C(Nc1nc(-c2ccccc2)cs1)c1cccc([N+](=O)[O-])c1,-9%,-79*,-1%,-19%,?,23µM*,0%,-2%,-13%
COC(=O)C(=N/Nc1ccccc1C(=O)OC)/C(C)=N/O,?,14,-11%,-9%,3%,-6%,14%,3%,?
CCOc1ccc(/C(O)=C2/C(=O)C(=O)N(CCOCCO)C2c2cccnc2)cc1 (stereo not given),21%,-20,6%,4%,-2%,3%,5%,0%,17%
Cc1cc(OC(=O)c2ccc3ccccc3c2)c([N+](=O)[O-])c(=O)[nH]1,14%,9,-5%,6%,?,26%,3%,-3%,21%
O=c1[nH]n2c(-c3ccccc3)nc(O)c2c2ccccc12,11%,40,-31%[11.3 µM],-20%[57.1 µM],9%,3%,15%,2%,9%
O=C(/C=C/c1ccc2c(c1)OCCCO2)c1ccccc1O,?,-28,83%[activator],-15%,?,?,-15%,-5%,?
O=C(CCN1C(=O)c2ccccc2C1=O)Nc1cccnc1,20%,-6,0%,5%,8%,-5%,8%,-8%,14%
CCOC(=O)c1c(CN2CCCCC2)n(C)c2cc(Br)c(OC)cc12,17%,-2,?,8%,4%,0%,-14%,2%[9.22 µM],-1%
CN(C(=O)c1cccc(S(=O)(=O)NCc2ccccc2)c1)C1CCCCC1,3%,26,-11%,-3%,16%,12%,-6%,0%,0%

# Full records, looked up by structure. Order of screens: HT1080NT lethal	IL-1B inflam inh	ATXN2 expr inh	WRN inhibitor	MCF10A rerep	KB-V1 MDR tox	KB-3-1 cytotox	SW480 rereplic	HT1080 IDH1KD tx
# CCOc1ccc(/C(O)=C2/C(=O)C(=O)N(CCOCCO)C2c2cccnc2)cc1 (stereo not given) is entered as 21%	-20	6%	4%	-2%	3%	5%	0%	17%
# O=C(Nc1nc(-c2ccccc2)cs1)c1cccc([N+](=O)[O-])c1 is entered as -9%	-79*	-1%	-19%	?	23µM*	0%	-2%	-13%

# Continuation.
SMILES,HT1080NT lethal,IL-1B inflam inh,ATXN2 expr inh,WRN inhibitor,MCF10A rerep,KB-V1 MDR tox,KB-3-1 cytotox,SW480 rereplic,HT1080 IDH1KD tx
CCCCCCCC(=O)N/N=C/c1ccc([N+](=O)[O-])o1,-2%,13,.,2%,?,?,-3%,?,-1%
CCc1cc(C(=O)c2ccc(OC)cc2)c(NC(=O)CCC(=O)O)s1,-2%,6,7%,-29%,8%,-12%,11%,-2%,2%
CCOC(=O)Nc1ccc2c(c1)nc(CN1CCOCC1)n2C,9%,19,4%,-17%,2%,8%,12%,-1%,9%
COC(=O)[C@@]12C[C@@H](CC(=O)N3CCC(c4ccccc4)CC3)C(=O)N(Cc3ccc4c(c3)OCO4)C1=CCC(C)(C)C2,-27%,-28,.,-11%,.,?,-13%,.,-3%
COc1cc(/C=C2\Oc3cc(O)ccc3C2=O)ccc1O,0%,-2,31%[activator],?,?,3%,-2%,-4%,7%
O=C(Nc1nc2c(s1)CCCC2)c1ccc(N2C(=O)CCC2=O)cc1,10%,i,30%,-7%,-20%,-1%,-16%,-7%,1%
COc1ccc(-c2[nH]c(-c3ccc(C(=O)O)cc3)nc2-c2ccccc2)cc1,5%,14,7%,-31%,15%,0%,0%,-20%,7%
Sc1ccccc1N=Cc1cccs1,5%,22,.,2%,.,12%,22%,.,6%
Cc1ccc(OCC(=O)n2nc(C)cc2C)c(Br)c1,1%,18,2%,-12%,-1%,20%,4%,-6%,-6%
CN(Cc1ccon1)C(=O)CCc1nnc(Cc2ccc(-c3ccccc3)cc2)o1,-16%,-17,3%,-1%,12%,?,1%,14%,-16%
CC(=O)Oc1ccc2c(C)cc(=O)oc2c1C(=O)c1ccccc1,1%,-9,-7%,-4%,?,16%,8%,-1%,-2%
CC1=C(C(=O)Nc2cccc(C(=O)NC3CCCC(C)C3C)c2)SCCO1 (stereo not given),1%,-20,-4%,-2%,15%,10%,3%,3%,-17%
CNC(=O)C1=C(C)Nc2nc3ccccc3n2C1c1ccc(F)cc1 (stereo not given),-25%,9,-4%,5%,-6%,0%,-2%,3%,11%
O=C(O)c1ccc(N/N=C/c2ccc(OC(=O)c3cccc(Cl)c3)cc2)cc1,-1%,-10,5µM*,2%,13%,5%,0%,-1%,-5%
COc1cccc(C(NC(C)=O)c2nc(-c3cccc(C#N)c3)cs2)c1 (stereo not given),0%,-74*,-1%,9%,.,-15%,0%,.,6%
Cc1ccc(NC(=O)c2ncn(CC(=O)N[C@H](C)c3cccc4ccccc34)n2)cc1C,-10%,11,-15%,-2%[11.6 µM],0%,19%,-1%,-10%,-24%
Cc1cc(O)c(C(C)C)cc1N=Cc1ccccc1[N+](=O)[O-],?,-15,18µM*,-22%,?,-1%,7%,?,16µM*
CC(=O)NC1=NN(C(C)=O)C(c2ccc(F)cc2)S1 (stereo not given),10%,42,3%,-2%,-18%,14%,3%,-14%,5%

# Source: PubChem BioAssay (National Center for Advancing Translational Sciences (NCATS))
